aGlu spleen mod: qHTS Assay for Inhibitors and Activators of Human alpha-Glucosidase From Spleen Homogenate. Potency, µM (titrated, usually from 79.9 µM), inactives show top-dose activity change, negative = inhibition, actives largely listed as inhibitors. 240,000 compounds, 0.006% hits. human spleen homogenate, 4-MU-alpha-glucoside fluorescence;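 also: potency is read from the fitted curve at half-maximal effect; 0% = enzyme with vehicle and -100% = no enzyme basal signal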
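Compounds were titrated against alpha-glucosidase in spleen homogenate at pH 5.0, with 1 mM 4-methylumbelliferyl substrate for 40 min at 37 C. Reactions were quenched with pH 10 NaOH/glycine and fluorescence measured.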
HTT ATP protect: qHTS Multiplex Assay to Identify Dual Action Probes in a Cell Model of Huntington: Cytoprotection (ATP); PC12 HTT-Q103 induced, cytoprotection, ATP luminescence, 40 h; 230,000 compounds, 0.14% hits; Potency, µM (series often up to 56.4 µM), for the others: cytoprotection (ATP increase), actives largely listed as activators;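 also: potency is read from the fitted curve at half-maximal effect; % of control where 0% means no effect; nearly all actives have a fitted effect of over 45% in size; toxic huntingtin expression switched on by the ecdysone agonist tebufenozide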
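Compounds added alongside 100 nM tebufenozide, which induces toxic Q103 huntingtin exon 1-GFP in stable PC12 cells; surviving cells quantified by luminescent ATP measurement. Medium: phenol red-free DMEM, 5% equine and 5% calf serum.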
HttQ103 aggreg: qHTS Multiplex Assay to Identify Dual Action Probes in a Cell Model of Huntington: Aggregate Formation (GFP); Potency, µM (top dose mostly 46.1 µM), for inactives: at the top dose activity change, negative = inhibition, hits mostly inhibitors; PC12 HttQ103-GFP aggregates, Acumen cytometry, 40 h; 220,000 compounds, 1.1% hits; also: potency is read from the fitted curve at half-maximal effect; % is scaled to controls: 0 for no effect and ±100 for the full control effect; nearly all actives have a fitted effect of over 60% in size
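Aggregates are detected as GFP objects 1–25 µm with signal 6 STDEV over background in lysates of induced PC12 cells. These carry Huntingtin exon 1 with 103 glutamines fused to GFP under an ecdysone promoter; compounds titrated.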
GAA inhib: qHTS Assay for Inhibitors of Human alpha-Glucosidase as a Potential Chaperone Treatment of Pompe Disease; Lysosomal alpha-glucosidase (Homo sapiens), P10253; purified human GAA, 4-MU-alpha-glucoside fluorescence; Potency, µM (series often up to 76.9 µM), for the others: at the top dose activity change, negative = inhibition, usual class: inhibitors; 200,000 compounds, 0.005% hits;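 also: potency is read from the fitted curve at half-maximal effect; plate controls were uninhibited enzyme wells for no effect and no-enzyme background for full effect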
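Read-out is 4-methylumbelliferone fluorescence (Ex 365/Em 440 nm) after NaOH/glycine stop at pH 10. Enzyme 4 nM, substrate 400 uM, pH 5.0 citrate buffer, 20 min room temperature; AC50 from Hill-equation concentration-response.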
CBFb-RUNX1 inh: qHTS Assay for Compounds Blocking the Interaction Between CBF-beta and RUNX1 for the Treatment of Acute Myeloid Leukemia; Potency, µM (top dose mostly 59.8 µM), without a hit: at the highest dose activity, negative = inhibition, actives largely listed as inhibitors; AID 1477, 2009; AlphaScreen CBFb-His/RUNX1-biotin binding, biochemical; Runt-related transcription factor 1 (Homo sapiens) + Core-binding factor subunit beta …; 230,000 tested, under 10 active; also: % of control where 0% means no effect
Target sequence (Q01196 whole entry, looked up): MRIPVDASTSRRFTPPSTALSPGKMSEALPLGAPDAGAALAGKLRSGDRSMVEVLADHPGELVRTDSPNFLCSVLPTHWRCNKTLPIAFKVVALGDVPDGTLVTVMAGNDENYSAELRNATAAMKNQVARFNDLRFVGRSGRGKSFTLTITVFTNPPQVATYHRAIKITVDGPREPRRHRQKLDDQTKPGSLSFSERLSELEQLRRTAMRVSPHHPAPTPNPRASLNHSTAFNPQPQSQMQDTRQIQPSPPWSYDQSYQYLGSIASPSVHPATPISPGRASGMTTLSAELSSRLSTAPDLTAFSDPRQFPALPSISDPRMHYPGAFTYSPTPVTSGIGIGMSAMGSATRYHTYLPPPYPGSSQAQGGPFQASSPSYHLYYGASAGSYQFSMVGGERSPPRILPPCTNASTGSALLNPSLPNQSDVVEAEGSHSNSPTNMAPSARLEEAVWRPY
Target sequence (Q13951 whole entry, looked up): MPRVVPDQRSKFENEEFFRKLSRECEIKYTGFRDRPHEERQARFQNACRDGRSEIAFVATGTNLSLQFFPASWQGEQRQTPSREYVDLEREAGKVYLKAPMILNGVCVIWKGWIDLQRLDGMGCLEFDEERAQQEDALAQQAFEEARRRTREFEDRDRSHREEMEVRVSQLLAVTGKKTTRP
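Read-out: AlphaScreen. Format: His-CBF-beta with biotinylated RUNX1 (30 nM each) preincubated 20 min, compound 15 min, Ni-chelate plus streptavidin beads 90 min; room temperature throughout.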
GAA glycogen mod: qHTS Assay for Inhibitors and Activators of Human alpha-Glucosidase Cleavage of Glycogen; Lysosomal alpha-glucosidase (Homo sapiens), P10253; recombinant GAA, glycogen substrate, Amplex Red glucose oxidase fluorescence; Potency, µM (titrated, usually from 76.4 µM), for inactives: top-dose activity change, negative = inhibition, usual class: inhibitors; 300,000 compounds, 0.38% hits; AID 2100, 2009;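 also: potency is read from the fitted curve at half-maximal effect; 0% = full enzyme reaction and -100% = no-enzyme basal signal; the screen sought inhibitors and activators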
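qHTS, 1536-well; enzyme 4 nM final; cpd up to 77 uM; substrate bovine liver glycogen 30 ug; 50 mM citrate/phosphate pH 5.0, 0.01% Tween-20; 37 C, 40 min; Amplex Red detection 45 min RT; Hill fit → AC50.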
LMNA splice mod: qHTS Assay for Modulators of Lamin A Splicing; HeLa LMNA splicing GFP/RFP minigene ratio, 48 h; Potency, µM (doses to about 46.1 µM), inactives show at the highest dose ratio change, negative = inhibition, actives largely listed as inhibitors; 200,000 compounds, 0.01% hits; AID 1487, 2009; active = well fitted inhibition curve with a large enough effect in the signal ratio, with a control signal flat, not every such curve was filed as active; inconclusive = small, poorly fitted or top-dose-only effect, or effect the other way, or a change in a side signal; the % refers to the signal ratio; also: potency is read from the fitted curve at half-maximal effect; % is scaled to controls: 0 for no effect and ±100 for the full control effect
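Read-out is the ratio of GFP to DsRed2 object intensity, acquired by 488 nm laser-scanning cytometry on HeLa lamin A-EGFP minigene reporter cells. Compound incubation 48 hrs at 37 °C in Opti-MEM with 2% FBS; DMSO 0.5% final.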
Active calls of the source: *; ? = inconclusive; nt = no result given; [ ] = dose if it differs, or a comment. Unless noted, calls follow the shape of the dose curve; as a rule, active = well fitted curve in the direction sought with a large enough effect; inconclusive = small, poorly fitted or top-dose-only effect, or another doubt; inactive = no such curve, though single readings can be large; an effect the other way counts as inactive or inconclusive.

molecule | aGlu spleen mod | HTT ATP protect | HttQ103 aggreg | GAA inhib | CBFb-RUNX1 inh | GAA glycogen mod | LMNA splice mod
Cc1ccc(-c2cc(C(F)(F)F)n3ncc(C(=O)N4CCCc5ccccc54)c3n2)cc1 | 1% | 10%[10 µM] | -3% | -1% | 1% | 4% | 6%
CC1CC(N(C(=O)c2ccco2)c2ccccc2)c2ccccc2N1 (stereo not drawn) | -3% | -17% | -2% | -4% | -7% | 1% | 0%
O=C(c1ccco1)N1CCN(c2c([N+](=O)[O-])nn(-c3ccc(Cl)cc3)[n+]2[O-])CC1 | -10% | -48%[inhibitor] | 0% | -4% | -6% | -5% | nt
CCOC(=O)Nc1ccc2c(c1)N(C(=O)CCN1CCN(CCO)CC1)c1ccccc1CC2 | 2% | 1% | -3% | 0% | 1% | 1% | -6%
CC(=O)Nc1cccn(Cc2c(Cl)cccc2Cl)c1=O | 7% | -16% | 22% | -1% | 1% | 6% | nt
Cc1cc[n+]2cc(-c3cccc([N+](=O)[O-])c3)c(-c3cccc([N+](=O)[O-])c3)cc2c1 | 1% | nt | 3% | ? | -19% | 10% | 1%
NNC(=O)C1=NOC2COC3(CCN(c4ncccn4)CC3)OCC12 (stereo not drawn) | 2% | -17% | 0% | -6% | -9% | ? | nt
COC(=O)Nc1nnc(-c2ccccc2OC)s1 | -5% | -7%[10 µM] | 16%[9.22 µM] | nt | 4% | -1% | nt
CC1CCN(c2ccccc2NC(=S)NC(=O)c2cccs2)CC1 | -17% | -24% | 16% | -8% | -11% | -18% | ?
NC(=O)C1CCN(Cc2nc3cc(Cl)ccc3c(=O)[nH]2)CC1 | -2% | 3% | -2% | ? | 5% | 4% | -20%
CC12CCC(C/C1=N/OC(=O)c1cccc([N+](=O)[O-])c1)C2(C)C (stereo not drawn) | 2% | -24% | -4% | 3% | -4% | -1% | ?
S=C(NCC1CCCO1)Nc1cccc2ccccc12 (stereo not drawn) | -1% | -4%[10 µM] | 12%[9.22 µM] | -6% | -3% | -7% | 1%[9.22 µM]
COc1ccc2[nH]c(=O)c(CN(C(=O)NC3CCCCC3)C3CCCCC3)cc2c1 | 3% | -36%[inhibitor][10 µM] | -19% | 11% | 0% | 0% | 3%
Cc1ccccc1OCc1nnc(SCC(=O)Nc2ccc3nc(SCC(=O)Nc4ccccc4)sc3c2)n1C | 1% | nt | 19% | -3% | 3% | 0% | ?
COC(=O)COc1cccc(NC(=O)c2ccc(Cl)cc2)c1 | -12% | -71%[inhibitor] | 12%[9.22 µM] | 5% | 5% | -14% | 12%[46 µM]
COc1ccc(-c2nnc(SCC(=O)NCc3cccs3)n2CC(C)C)cc1 | 5% | -32% | 9% | -2% | 1% | -6% | 1%
CCC(=O)Nc1nnc(SCc2ccccc2F)s1 | 10% | -34% | -16% | 1% | 6% | 1% | nt
CCCCNC(=O)Nc1cc(C(F)(F)F)c[nH]c1=O | -1% | -13% | 5% | 5% | 2% | 2% | -1%
CN1/C(=C\P(=O)(N(C)C)N(C)C)C(C)(C)c2ccccc21 | 1% | -3%[10 µM] | 11µM* | -1% | 2% | 11% | ?
CCOc1ccc(-n2c(SCC(=O)Nc3cc(OC)c([N+](=O)[O-])cc3C)nc3ccccc32)cc1 | -5% | -14%[10 µM] | ? | 7% | -1% | 9% | 5%
COC(=O)CCC(=O)N1CN2CN(C(=O)CCC(=O)OC)CC([N+](=O)[O-])(C2)C1 | 1% | 4%[10 µM] | -4%[9.22 µM] | nt | -7% | 12% | nt
CC(=O)N(/C=C1\SC(=S)N(c2ccccc2)C1=O)c1ccccc1 | 4% | -23%[10 µM] | -19%[9.22 µM] | nt | -13% | 6% | nt
CC1CCc2c(sc(N)c2C(N)=O)C1 (stereo not drawn) | -3% | 4% | -20% | 0% | 14% | -13% | -10%
CCn1nc(C(=O)OCC(=O)c2cc(C)n(Cc3cccs3)c2C)c2ccccc2c1=O | -1% | -61%[inhibitor] | -14% | -8% | -5% | -1% | ?
CCC(=O)c1ccc(N2CCN(C(=O)COc3ccccc3F)CC2)c(F)c1 | -4% | 36%[10 µM] | 15%[9.22 µM] | 3% | 1% | -5% | nt

Brought forward from above: 2 compounds, followed by the next part.
molecule | aGlu spleen mod | HTT ATP protect | HttQ103 aggreg | GAA inhib | CBFb-RUNX1 inh | GAA glycogen mod | LMNA splice mod
CCn1nc(C(=O)OCC(=O)c2cc(C)n(Cc3cccs3)c2C)c2ccccc2c1=O | -1% | -61%[inhibitor] | -14% | -8% | -5% | -1% | ?
CCC(=O)c1ccc(N2CCN(C(=O)COc3ccccc3F)CC2)c(F)c1 | -4% | 36%[10 µM] | 15%[9.22 µM] | 3% | 1% | -5% | nt
CCOc1ccccc1N1CCN(S(=O)(=O)c2cc(C)ccc2OC)CC1 | 1% | 17%[10 µM] | 5%[9.22 µM] | 5% | -9% | 2% | nt
CC(=O)c1cccc(NC(=O)c2cccc(S(=O)(=O)N(C)C)c2)c1 | -9% | -23%[0.074 µM] | 8% | -6% | 7% | -7% | -8%
CN1CCN(c2ncc3nc(-c4cccc(C#N)c4)c(=O)n(C[C@H]4CCCO4)c3n2)CC1 | 16% | -42%[inhibitor] | nt | nt | nt | nt | -11%
CN(CCOC(=O)c1ccc2c(c1)OCO2)C(C)(C)C | nt | -30% | -7% | -4% | 0% | -3% | nt
CCOC(=O)c1sc(N(Cc2ccccc2)C(=O)COC(=O)c2cnccn2)nc1C | -5% | -48%[inhibitor] | -6% | 6% | -2% | -4% | 1%[46 µM]
COC(=O)CSCc1nc2ccccc2[nH]c1=O | -4% | 10% | 8% | 3% | -1%[2.36 µM] | 4% | -10%
Cc1ccc(NC(=S)NNC(=O)c2c(Cl)c(C)nn2C)cc1 | -3% | 22%[10 µM] | ? | 0% | -1% | ? | ?
O=c1[nH]c(=O)c2nc(-c3ccc(Cl)cc3)cnc2[nH]1 | -15% | -30%[inhibitor] | 10% | ? | -2% | -9% | ?
CC12CCC(C(=O)Nc3ccc(SC(F)F)cc3)(CC1=O)C2(C)C (stereo not drawn) | 4% | -4% | -5% | 9% | -1% | 12% | 9%
O=C(Nc1ccc(Cc2ccncc2)cc1)c1cc(F)c(F)cc1Cl | -2% | -3%[10 µM] | 12%[9.22 µM] | 15% | 6% | 11% | ?
CNc1ncnc2c1ncn2[C@@H]1O[C@H](CO)[C@@H](O)[C@H]1O | -8% | -6% | nt | nt | 4% | nt | nt
CCOc1cccc(OCCOCCOc2ccccc2C(C)=O)c1 | 7% | -15%[10 µM] | 25% | 5% | 30% | 1% | ?
Cc1cc(N2CCN(c3cccc(C(F)(F)F)c3)CC2)n2nc(C)nc2n1 | -8% | -14% | 3% | -9% | 5% | 2% | 2%
C=CCc1ccc2oc(C(=O)OCC)cc(=O)c2c1O | 5% | -15%[10 µM] | -11%[9.22 µM] | -13% | -18% | -4% | -14%[46 µM]
C=CCN1CCN(c2ccncc2S(=O)(=O)N2CCOCC2)CC1 | -2% | 6% | 11% | -15% | -5% | 5% | 6%
COc1ccc(C2c3ccsc3CCN2C(=O)C(C)(C)C)cc1 (stereo not drawn) | 4% | 10%[10 µM] | -14%[9.22 µM] | 3% | 9% | -15% | nt
COc1ccc(/C=N/NC(=O)Nc2nonc2N)cc1 | -3% | 2%[10 µM] | 2% | -3% | 2% | -1% | -5%
Cc1ccc(C(=O)O/N=C/C2=C(Cl)c3ccccc3CC2)cc1 | -6% | 3% | -4% | 0% | -1% | 1% | 9%
Nc1cccn2c(-c3ccc(Cl)c(Cl)c3)cnc12 | -3% | 6%[10 µM] | 4% | -10% | -7% | -23% | -2%[46 µM]
CCC(=O)Nc1nnc(-c2cccs2)s1 | 0% | -10% | 15% | 9% | -2% | 12% | -17%[46 µM]
COc1ccc(N2CC(C)Cn3c2nc2c3c(=O)n(CCN3CCOCC3)c(=O)n2C)cc1 (stereo not drawn) | -2% | -14%[0.074 µM] | 1% | -1% | 5% | -5% | -1%
CCN(CC)C(=O)c1ccc(-c2ccccc2)cc1 | 1% | nt | 5% | -2% | 2% | 4% | 14%
CC(C)(C)c1ccc(-c2csc(NNC3=NCCCCC3)n2)cc1 | -5% | 34% | -19% | -4% | -4% | -25% | -11%
COc1cccc(C(c2c(O)nc(SC)n(C)c2=O)c2c(O)nc(SC)n(C)c2=O)c1 | -5% | 6% | 14% | -2% | 5% | -4% | 18%
Cc1ccc(N2CC(C(=O)NCCCn3ccnc3)CC2=O)cc1 (stereo not drawn) | -1% | -9%[10 µM] | -19% | -4% | 3% | 3% | -3%
CC(=O)Nc1ccc2cc3ccc(NC(C)=O)cc3nc2c1 | 12% | -2%[10 µM] | -24%[9.22 µM] | nt | 1% | -4% | nt
COc1cc(Br)c(Br)cc1N | -2% | -9%[10 µM] | -10%[9.22 µM] | nt | 5% | 5% | nt
O=C(Nc1nc2ccccc2s1)C1=NN(c2ccccc2)C(=O)CC1 | -4% | 34%[10 µM] | 16% | ? | 0% | -8% | 0%
CCCc1cc(=O)[nH]c(SCC(N)=O)n1 | -3% | 2%[10 µM] | -32% | -11% | 8% | -2% | 5%
Cc1ccccc1CC1(CO)CCCN(Cc2ccc(C#CC(C)(C)O)cc2)C1 (stereo not drawn) | 0% | 2%[10 µM] | -3%[9.22 µM] | 0% | 3% | 9% | nt
O=C(NCCCn1ccnc1)C(=O)NCC1OCCN1S(=O)(=O)c1ccccc1 (stereo not drawn) | 2% | -41%[inhibitor] | -8% | 1% | ? | 0% | nt
Cc1nc(-c2noc(-c3cccc(Cl)c3)n2)c(C(F)(F)F)o1 | -6% | -6%[10 µM] | -4%[9.22 µM] | -4% | -6% | 0% | nt
